# Assay outcomes as filed in PubChem BioAssay.
# TWEAK-Fn14 inh = inhibitors of TWEAK-Fn14 signaling, primary screen, luciferase reporter cells, uHTS; TWEAK-stimulated Fn14 reporter cells, luciferase luminescence, 8 h; inhibition, % at 10 µM; actives 2% (n = 360,000); AID 1159606, 2016; in the data active means inhibition above about 50%
# Granule exo inh = LAMP-1 surface exposure blockers, TALL-104 cells – cell-based, flow cytometry, MLPCN library, primary screen; inhibition, % at 10 µM; actives 0.66% (n = 360,000); TALL-104 LAMP-1 surface exposure; cells stimulated with thapsigargin and PMA;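 active means inhibition above about 55%, limit read from the data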
# TROY NFkB inh = inhibitors of TROY-driven NF-kB signaling, primary screen, Q293 LMP1-TROYcd cells, NF-kB luciferase, uHTS. Q293 LMP1-TROYcd NF-kB luciferase reporter, 4 h. inhibition, % at 10 µM. actives 0.98% (n = 360,000). AID 1347056, 2019;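 active means compounds whose plate-normalised and pattern-corrected inhibition of the luciferase reporter signal at the single screening dose is 50% or more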
# NCOA2 inhibitor = inhibition of GAL4-SRC2 driven luciferase reporter, primary screen, SRC2 inhibitor project, cell-based, luminescence | actives 0.17% (n = 370,000) | Nuclear receptor coactivator 2 (Homo sapiens), Q15596 | inhibition, % at 9 µM | HEK293 GAL4-SRC2 luciferase reporter | AID 651957, 2012;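 active means inhibition above the mean inhibition of all tested compounds plus 3 SD, set per campaign, cut at about 52% in these data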;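 further: 0% = DMSO treated cells and 100% = cells given Gossypol at 36 µM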
# SRC1 inh = SRC1 coactivator transcriptional activity inhibitors, primary screen, cell-based, luminescence | Nuclear receptor coactivator 1 (Homo sapiens), Q15788 | HEK293 GAL4-SRC1 luciferase reporter | inhibition, % at 3.6 µM | actives 0.12% (n = 360,000);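 active means inhibition above the campaign mean plus 3 SD, with each screening campaign given its own cutoff, cut at about 60% in these data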;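 further: 0% = DMSO treated cells and 100% = gossypol at 36 µM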
# NR5A2 inv ag = LRH-1 (NR5A2) inverse agonists, primary screen, cell-based, luminescence, HEK293T, StAR-luciferase reporter. Nuclear receptor subfamily 5 group A member 2 (Homo sapiens), O00482. LRH-1 transfected, 24 h. inhibition, % at 3.6 µM. actives 0.13% (n = 360,000). AID 602396, 2012;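 active means inhibition above the mean inhibition of all tested compounds plus 3 SD, cut at about 73% in these data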;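 further: 0% = DMSO wells and 100% = reporter-only cells lacking LRH-1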
# NOD2-RIPK2 inh = NOD2-RIPK2 binding disruptors in cells, primary screen, fluorescence, CHO cells, BLA complementation; CCF4 ratio; inhibition, % at 4.98 µM; actives 0.38% (n = 360,000); AID 624267, 2012; in the data active means inhibition above about 21%;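 further: 0% = vehicle only and 100% = reference blocker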
# NCOA3 inh = SRC3 coactivator transcriptional activity inhibitors, primary screen, cell-based, luminescence; Nuclear receptor coactivator 3 (Homo sapiens), Q9Y6Q9; HEK293 GAL4-SRC3 luciferase reporter; inhibition, % at 3.6 µM; actives 0.17% (n = 360,000); AID 588352, 2011;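 active means inhibition above a per-campaign cutoff, the mean of all compounds plus 3 SD, cut at about 60% in these data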;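 further: 0% = DMSO-treated cells and 100% = gossypol-treated cells at 36 µM; higher means less SRC3-driven luciferase light from the GAL4 reporter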
# NR2F2 inh = NR2F2 transcriptional activity inhibitors, primary screen, cell-based, luciferase reporter, HEK293T, luminescence. actives 0.7% (n = 370,000). HEK293T NGFI-A luciferase reporter. inhibition, % at 8.6 µM;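 active means inhibition above a per-plate cutoff, mean inhibition of test wells between control levels plus 3 SD, cut at about 38% in these data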;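 further: cells cotransfected with COUP-TFII expression vector driving the NGFI-A reporter; 0% = median of COUP-TF2 test wells and 100% = reporter-only cells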
# ABHD5-PLIN5 inh = ABHD5-PLIN5 interaction inhibitors, primary screen, cell lysate, split luciferase complementation, luminescence; Perilipin-5 (Homo sapiens) + 1-acylglycerol-3-phosphate O-acyltransferase ABHD5 (Homo …; Split G. princeps luciferase complementation, 4 h; inhibition, % at 4 µM; actives 0.78% (n = 360,000);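 active means inhibition above the mean inhibition across every tested compound plus 3 SD, cut at about 22% in these data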;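 further: 0% = DMSO only wells and the 100% control is not disclosed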
# TLR9-MyD88 block = inhibitors of TLR9-MyD88 association in cells, primary screen, cell-based, CHO, BLA complementation, fluorescence | Toll-like receptor 9 (Homo sapiens) + Myeloid differentiation primary response protein … | CCF4 FRET ratio | inhibition, % at 4.98 µM | actives 0.21% (n = 340,000);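 active means inhibition above the mean over all tested compounds plus 3 SD, cut at about 21% in these data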;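 further: 0% = DMSO only wells and 100% = clavulanate BLA inhibitor control wells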
# Target sequence (Q99836 whole entry, looked up): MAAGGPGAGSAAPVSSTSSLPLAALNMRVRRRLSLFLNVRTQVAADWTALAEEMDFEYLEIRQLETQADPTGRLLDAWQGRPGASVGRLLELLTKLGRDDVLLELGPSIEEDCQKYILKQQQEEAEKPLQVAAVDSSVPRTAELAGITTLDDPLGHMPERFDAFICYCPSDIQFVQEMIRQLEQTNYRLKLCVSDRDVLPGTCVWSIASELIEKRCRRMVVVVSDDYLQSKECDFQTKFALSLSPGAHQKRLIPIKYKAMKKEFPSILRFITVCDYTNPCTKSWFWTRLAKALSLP
# Target sequence (Q9NR96 whole entry, looked up): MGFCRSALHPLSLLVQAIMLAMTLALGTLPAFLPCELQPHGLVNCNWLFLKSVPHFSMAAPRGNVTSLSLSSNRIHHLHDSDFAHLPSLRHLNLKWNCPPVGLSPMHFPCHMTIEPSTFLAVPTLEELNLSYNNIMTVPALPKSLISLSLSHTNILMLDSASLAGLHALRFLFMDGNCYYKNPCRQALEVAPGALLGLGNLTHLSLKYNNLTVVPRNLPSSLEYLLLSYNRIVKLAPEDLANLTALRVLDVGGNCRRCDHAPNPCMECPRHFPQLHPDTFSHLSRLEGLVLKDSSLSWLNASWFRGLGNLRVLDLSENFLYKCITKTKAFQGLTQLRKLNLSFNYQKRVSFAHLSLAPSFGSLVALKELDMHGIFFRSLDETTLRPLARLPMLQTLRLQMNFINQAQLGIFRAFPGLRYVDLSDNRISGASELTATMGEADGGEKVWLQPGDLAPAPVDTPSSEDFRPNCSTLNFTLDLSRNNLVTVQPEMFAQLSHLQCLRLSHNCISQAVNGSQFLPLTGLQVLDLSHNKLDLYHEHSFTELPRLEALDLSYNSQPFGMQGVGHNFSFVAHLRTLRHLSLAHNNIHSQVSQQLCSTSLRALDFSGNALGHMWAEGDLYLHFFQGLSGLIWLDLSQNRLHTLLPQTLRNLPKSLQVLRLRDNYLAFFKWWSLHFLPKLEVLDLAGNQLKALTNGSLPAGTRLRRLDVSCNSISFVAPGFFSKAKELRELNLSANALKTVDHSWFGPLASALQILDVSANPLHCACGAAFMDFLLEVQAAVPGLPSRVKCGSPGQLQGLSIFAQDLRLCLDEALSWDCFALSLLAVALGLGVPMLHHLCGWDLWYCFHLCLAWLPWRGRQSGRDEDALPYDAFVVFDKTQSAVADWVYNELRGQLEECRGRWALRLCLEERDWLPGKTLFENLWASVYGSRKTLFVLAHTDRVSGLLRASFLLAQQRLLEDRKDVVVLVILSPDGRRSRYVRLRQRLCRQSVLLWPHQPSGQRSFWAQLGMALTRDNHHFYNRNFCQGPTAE
# An asterisk follows results filed as active; / = not tested or not shown. Some of the compounds tested; count on the stated rates, not on these rows.
SMILES,TWEAK-Fn14 inh,Granule exo inh,TROY NFkB inh,NCOA2 inhibitor,SRC1 inh,NR5A2 inv ag,NOD2-RIPK2 inh,NCOA3 inh,NR2F2 inh,ABHD5-PLIN5 inh,TLR9-MyD88 block
Cc1ccc(CN2CCSc3sccc3C2=O)cc1,-4,0,-6,6,1,-3,-2,8,14,-4,2
O=C(NCCc1c[nH]c2ccccc12)C1CCCN(S(=O)(=O)c2ccccc2)C1 (stereo not given),-13,-3,14,7,-8,20,15,-6,10,0,-1
CSc1ccc(/C=N/NC(=O)c2cccc(O)c2)cc1,18,-1,-38,-27,-113,-109,-11,-93,-55,-3,4
CC(C)(C)c1ccc(C(=O)Nc2ccc(NC(=O)C(=O)O)cc2)o1,7,0,32,59*,-5,11,-16,-22,42*,-9,-5
CC(C)NC(=O)/C(=C/c1cn(-c2ccccc2)nc1-c1cccc([N+](=O)[O-])c1)NC(=O)c1ccccc1,5,5,7,-12,-23,-9,-23,11,17,3,-18
COc1cc(OC)c(/C=N/NC(=O)c2ccc(NC(C)=O)cc2)cc1Br,-7,3,0,-28,-8,4,-4,9,-16,2,-17
O=C(NCCCN1CCOCC1)c1ccc(Cl)s1,-2,-3,-18,-22,-52,-11,-14,-11,-9,10,4
COc1ccc(Cc2c(-c3ccccc3)nc3cc(C)c(Br)c(C)n23)c(C)c1,5,0,-29,-19,12,-3,1,3,-20,-4,/
Cc1csc(C2=C(O)CN(CCc3ccccc3)C2=N)n1,5,6,7,-1,8,-33,-6,9,-5,-5,2
CCCCCC(=O)Nc1ccc(C(=O)COC(=O)Cn2cnc3c2c(=O)n(C)c(=O)n3C)cc1,-8,-4,2,4,-13,19,1,-6,10,3,-4
CCOC(=O)C1=C(O)/C(=C/c2ccc(OCC(=O)O)c(OCC)c2)SC1=Nc1ccccc1,-29,4,32,10,6,4,-14,8,8,3,-6
CCCCSc1oc(-c2ccco2)nc1S(=O)(=O)c1ccccc1,27,23,8,13,11,9,-10,0,16,2,-2
COc1cc2c(cc1OC)CN(c1ccc([N+](=O)[O-])cc1Cl)CC2,-34,70*,5,-38,-1,-5,1,-8,-5,14,9
O=C(CO/N=C/c1ccccc1OC(F)F)NC1CCCC1,-8,-2,-10,-7,0,-4,-1,6,1,0,5
CCn1c(CCCNC(=O)c2cccs2)nc2ccccc21,3,1,-7,-4,-10,6,10,-4,-47,-2,-6
Cc1cccc(-c2cc(NCCc3cccnc3)n3nccc3n2)c1,10,-9,-12,-33,-10,43,-5,-3,12,7,/
Cc1cccc(-n2cnc3cc([N+](=O)[O-])ccc32)c1,-22,0,-6,-3,-1,-3,5,-25,2,-1,8
Cc1cc(C)cc(C(=O)N2CCC3(CC2)NCCc2[nH]cnc23)c1,-8,-2,9,3,0,-7,2,23,-5,-1,0
O=C(CN1C(=O)COc2ccccc21)N1CCc2ccccc21,-10,-2,4,-47,0,-11,-5,-5,-5,2,-2
Cc1ccc(S(=O)(=O)N2CCN(C(=O)Cc3ccc4c(c3)OCCO4)CC2)cc1C,-14,1,1,10,0,16,-9,10,16,-5,-9
CC(C)CCNC(=O)Cn1cc2c(n1)CCCCC2,-8,-3,-19,-10,-4,-12,-1,8,-3,-4,-67
O=C(Nc1cccnc1)c1cc(-c2ccc(Cl)cc2Cl)on1,9,-3,-5,-19,-61,-43,6,-66,-31,-7,-9
COc1cc2c(cc1OC)CN(C(=O)c1cc(Cl)nc(Cl)c1)CC2,-9,-9,-4,13,11,7,4,-2,20,6,6
Cn1c(CNc2ccccc2O)nc2ccccc21,-7,1,-25,-55,-60,16,2,-53,-23,-10,-1
O=C(CCCNC(=O)c1ccc(Cl)cc1)Nc1cccc(F)c1,8,1,2,-2,15,8,-2,-12,-24,5,3
Cc1ccc(N(C(C)C(=O)O)S(=O)(=O)c2c(C)n[nH]c2C)cc1 (stereo not given),4,-2,2,-2,2,0,-2,-17,6,0,-7
COc1ccc(C[C@H]2CN3C(=NC[C@H]3C)N2CCNC(=O)c2ccc(C)c(Br)c2)cc1,0,-3,7,-9,10,-9,10,-19,1,6,6
CN1CCN(/C=N/c2c(C#N)cnn2-c2ccccc2)CC1,-18,0,8,-11,0,7,1,10,-2,7,-4
O=C(CSc1nc2ccccc2n1CCc1ccccc1)NC1CC1,10,-2,46,6,-30,-12,-6,-13,3,-6,-5
CCC(C)c1ccc(NC(=S)N2CCN(c3ccccn3)CC2)cc1 (stereo not given),38,14,24,6,-10,4,-14,-17,-6,1,-10
NS(=O)(=O)c1cccc(NC(=O)COC(=O)CN2C(=O)C3CC=CCC3C2=O)c1 (stereo not given),-14,0,4,4,-25,-17,5,15,-12,-1,-4
O=C(CCNC(=O)c1ccccc1Cl)Nc1cccc(S(=O)(=O)N2CCCC2)c1,5,3,-6,8,-26,9,10,8,-7,-3,-6
Cc1c(C)c2ccc(OCC(=O)N3CC[C@@]4(O)CCCC[C@H]4C3)cc2oc1=O,0,-5,-7,-17,0,41,1,20,12,-13,-1
CC(C)(C)NC(=O)C(C1CC1)n1c(=O)c(-c2ccco2)nc2ccccc21 (stereo not given),/,-2,/,-7,/,15,-11,/,4,51*,/
CCCCNC(=O)C1(C)CCC(=O)N1CCOC (stereo not given),-22,-4,-4,6,-2,7,-10,11,8,3,/
Cn1ccnc1SCC(=O)c1cccc(Br)c1,-10,-6,-24,26,-71,-65,1,-64,22,-3,4
COc1ccc(C)cc1NS(=O)(=O)c1cn(C)nc1C,0,12,-27,4,-1,-8,7,9,-23,-9,-5
COc1ccc(N2CCN(Cc3nc(N)nc(Nc4ccccc4OC)n3)CC2)cc1,6,-1,7,10,-48,2,-3,7,3,7,1
CCCCn1c(=O)[nH]c(=O)c2c1nc(-c1cc(Br)c(OCC)c(OC)c1)n2C,-21,-7,7,-7,-7,-31,19,-7,16,-6,-1
COc1ccc2c(CC(=O)NNC(=O)c3ccccc3F)coc2c1,-13,-19,-11,-25,3,3,-14,4,-3,10,-24
CCN(CC)/C(=N\S(=O)(=O)c1ccc(F)cc1)c1ccccc1,10,-10,2,-2,-11,7,-6,-16,20,1,1
CC(=O)c1ccc(NC(=S)N(C)C2CCN(C)CC2)cc1,0,2,-24,-24,4,-3,-11,10,-7,-5,-12
CCOc1ccccc1NC(=O)CSc1nc(=O)n(Cc2ccccn2)c2c1CCC2,11,-1,-22,16,0,-18,2,4,-11,-3,-1
Cc1cc(C)n2nc(SCC(=O)NC(=O)c3ccccc3)nc2n1,9,8,-19,3,-1,-7,1,-6,5,12,0
O=C(NCC1CCCO1)C1CCN(C(=O)c2ccc(Cl)cc2)CC1 (stereo not given),0,-2,-10,7,-26,4,-2,-11,-6,-2,1
COc1ccc(C=CC(=O)C=CC=Cc2ccccc2)cc1,-8,32,-33,4,11,10,0,5,2,6,-11
CC1(C)C(=O)OC(C(=O)c2ccc(Cl)cc2)C(C)(C)C1=O (stereo not given),15,10,12,12,3,3,2,-7,-6,-1,0
COc1ccc(-n2nc(C(=O)N(C)C)nc2-c2ccccc2)cc1,-4,6,9,5,-5,-16,-4,-4,10,-4,-1
COCCCNc1nc(=S)[nH]c2cc(OC)c(OC)cc12,-6,0,14,-9,-5,0,-12,-12,9,-2,4
CCOC(=O)C(Cc1c[nH]c2ccccc12)NC(=O)c1ccco1 (stereo not given),-17,2,-27,-8,-9,-15,-12,-6,13,-6,-8
Nc1cccc(Oc2c(F)c(F)c(Oc3cccc(N)c3)c(F)c2F)c1,10,9,11,-19,2,4,-8,9,-12,-3,/

# Of the compounds above, five have fluorine.
SMILES,TWEAK-Fn14 inh,Granule exo inh,TROY NFkB inh,NCOA2 inhibitor,SRC1 inh,NR5A2 inv ag,NOD2-RIPK2 inh,NCOA3 inh,NR2F2 inh,ABHD5-PLIN5 inh,TLR9-MyD88 block
O=C(CO/N=C/c1ccccc1OC(F)F)NC1CCCC1,-8,-2,-10,-7,0,-4,-1,6,1,0,5
O=C(CCCNC(=O)c1ccc(Cl)cc1)Nc1cccc(F)c1,8,1,2,-2,15,8,-2,-12,-24,5,3
COc1ccc2c(CC(=O)NNC(=O)c3ccccc3F)coc2c1,-13,-19,-11,-25,3,3,-14,4,-3,10,-24
CCN(CC)/C(=N\S(=O)(=O)c1ccc(F)cc1)c1ccccc1,10,-10,2,-2,-11,7,-6,-16,20,1,1
Nc1cccc(Oc2c(F)c(F)c(Oc3cccc(N)c3)c(F)c2F)c1,10,9,11,-19,2,4,-8,9,-12,-3,/

# For reference, seven of the compounds above:
SMILES,TWEAK-Fn14 inh,Granule exo inh,TROY NFkB inh,NCOA2 inhibitor,SRC1 inh,NR5A2 inv ag,NOD2-RIPK2 inh,NCOA3 inh,NR2F2 inh,ABHD5-PLIN5 inh,TLR9-MyD88 block
O=C(NCC1CCCO1)C1CCN(C(=O)c2ccc(Cl)cc2)CC1 (stereo not given),0,-2,-10,7,-26,4,-2,-11,-6,-2,1
COc1ccc(C=CC(=O)C=CC=Cc2ccccc2)cc1,-8,32,-33,4,11,10,0,5,2,6,-11
CC1(C)C(=O)OC(C(=O)c2ccc(Cl)cc2)C(C)(C)C1=O (stereo not given),15,10,12,12,3,3,2,-7,-6,-1,0
COc1ccc(-n2nc(C(=O)N(C)C)nc2-c2ccccc2)cc1,-4,6,9,5,-5,-16,-4,-4,10,-4,-1
COCCCNc1nc(=S)[nH]c2cc(OC)c(OC)cc12,-6,0,14,-9,-5,0,-12,-12,9,-2,4
CCOC(=O)C(Cc1c[nH]c2ccccc12)NC(=O)c1ccco1 (stereo not given),-17,2,-27,-8,-9,-15,-12,-6,13,-6,-8
Nc1cccc(Oc2c(F)c(F)c(Oc3cccc(N)c3)c(F)c2F)c1,10,9,11,-19,2,4,-8,9,-12,-3,/
